# CSM14.1 death rescue: rescue of cells from ER stress-induced death, primary screen, 384-well, CSM14.1, thapsigargin, ATP luminescence (AID 1222) | 190,000 tested, under 10 active | cellular ATP content (survival), % at 20 µM, or EC50 in µM where a hit was titrated | CSM14.1 thapsigargin-induced death rescue, ATP luminescence; higher % means a stronger effect;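 active means EC50 below 50 µM in the dose-response confirmation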;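 further: death triggered by thapsigargin at about 15 µM added after 2 h compound pretreatment; cell ATP read after overnight thapsigargin exposure of roughly 18 to 22 hours; normalized against plate controls of thapsigargin alone and 5% DMSO vehicle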
# Dynein transport: dynein cargo transport inhibition; 3617.4 mouse cells, GR-EGFP nuclear translocation imaging; test concentration mostly 20 µM; stimulated with dexamethasone, 1 µM; active compounds read low; z-score, hits read low; 220,000 tested, 0.47% active;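 active means plate z-score of nuclear minus cytoplasmic receptor signal below a set negative limit, without overly bright fluorescence or cell loss, cut at about -3.5 in these data, passing the limit was not always enough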;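 further: z-score of nuclear minus cytoplasmic ring GR-EGFP intensity difference per well; some compounds called inactive have numbers as strong as hits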
#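 medium = tetracycline-free induction medium containing charcoal-stripped FBS | probe or stimulus = dexamethasone, 1.0 µM final | timing = 48 h induction, then 1 h compound, then 30 min agonist, 37 °C | detection = automated 10x imaging of fixed Hoechst-stained cells | read-out basis = nuclear versus cytoplasmic GR-EGFP signal, averaged per well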
# Autophagy HCS: alters autophagy in cells | MEF GFP-LC3 puncta imaging; test concentration mostly 10 µM | calls only at 10 µM (by protocol) | 190,000 tested, 0.98% active | AID 463193;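 active means percentage of spot-positive cells more than 3 SD above its plate mean, without a fluorescence outlier flag or 80% toxicity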;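 further: spot-positive cell cutoff set from DMSO-treated cells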
# P. falciparum M17LAP: P. falciparum M17LAP inhibitors, primary screen, biochemical, fluorogenic H-Leu-NHMec substrate, 1536-well (AID 1619). recombinant M17LAP, H-Leu-NHMec fluorogenic kinetic assay; higher % means a stronger effect. 220,000 tested, 0.38% active. inhibition, % at 30 µM, or IC50 in µM where a hit was titrated;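 active means compound inhibiting the enzyme by more than half at any dose during confirmatory dose-response retesting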;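 further: plate controls were full reaction with DMSO carrier for no effect and no enzyme background for full effect; strong numbers were not always called active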
# Yfh1-depleted yeast: enhancers of respiration in Yfh1-depleted yeast, dose response, Friedreich's ataxia, plus single-dose screen (AID 1465); S. cerevisiae Yfh1-off respiration, WST-1 reduction, 72 h; higher fold induction means a stronger effect; fold induction at 50 µM; hits with a dose series show EC50 in µM; 220,000 tested, 0.074% active;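 active means fold induction of absorbance versus untreated yeast above a set limit, then at least 30% activation at any dose in follow-up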;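 further: activators that raise dye reduction in frataxin-depleted yeast; strong numbers were not always called active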
# Lipid droplet: hepatic lipid droplet formation modulation; AML12 mouse hepatocytes, oleate lipid droplets, BODIPY imaging; inhibition, % at 6.5 µM; 240,000 tested, 0.4% active; AID 1656;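 active means lipid droplet intensity inhibited by at least 50%, with more than 500 cells counted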
#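 Assay system: AML12 mouse liver cells | Compound dosing: One dose, 6.5 µM compound | Read-out basis: Droplet intensity reduction, % inhibition | Measured by: Fluorescence imaging, 20x objective, two fields per well | Schedule: Overnight treatment with compound plus oleate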
# MT stabilize HCS: stabilizes microtubules in HeLa cells; HeLa tubulin immunostaining HCS, 24 h; share of cells brighter than vehicle mean+2SD; % tubulin-high responders, % at 10 µM; 200,000 tested, 0.83% active;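 active means plate Z-score above 3 for both tubulin-high and condensed-nucleus cell shares, with cell loss under 80%, at 10 µM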;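 further: anti alpha tubulin signal scored within the nucleus-defined area of each cell; some results filed as inactive read as strong as hits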
# Insulin prom up: MIN6 insulin promoter up-regulation | MIN6 insulin promoter-GFP reporter, high-content imaging; active compounds read high | 190,000 tested, 0.3% active | z-score at 5 µM;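 active means z-score above 3 at 5 µM with at least 500 cells counted in the well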
# M1AAP inhibition: malaria alanyl aminopeptidase activity blockers – biochemical, fluorogenic H-Leu-NHMec substrate, 1536-well (AID 1445); 220,000 tested, 0.42% active; one-dose inhibition, % at 30 µM; IC50 in µM for titrated hits; recombinant M1AAP, H-Leu-NHMec fluorogenic kinetic assay; higher % means a stronger effect;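 active means primary inhibition above the hit cutoff, then over 50% inhibition at one or more dose response concentrations, cut at about 23% in these data, passing the limit was not always enough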;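 further: plate controls were DMSO full reaction for no effect and no enzyme background for full effect; strong numbers were not always called active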
# Dynein transport cytoplasmic EGFP: second read-out of Dynein transport, no call of its own (marks repeat the call); z-score; measured here: cytoplasmic GR-EGFP intensity; active compounds read high
# Dynein transport nuclear GR-EGFP: further read-out of Dynein transport, marked with its call; z-score; measured here: nuclear GR-EGFP intensity;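 lower value marks the stronger effect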
# Dynein transport cell count: recorded beside Dynein transport, whose call it bears; z-score; measured here: cell count per field
# Insulin prom up cell count: second read-out of Insulin prom up, no call of its own (marks repeat the call); cell count; measured here: cytotoxicity, nuclei count;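 total cells summed across four imaged fields per well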
# Lipid droplet cells 6.5 µM: further read-out of Lipid droplet, marked with its call; cell count; measured here: cell count, cytotoxicity flag;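 cells counted across two imaged fields per well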
# MT stabilize HCS Hoechst-high %: also measured in MT stabilize HCS; calls as there; % Hoechst-high responders; measured here: nuclear condensation Hoechst responders;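 share of cells brighter than vehicle mean plus two SD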
# MT stabilize HCS cytotoxicity %: also measured in MT stabilize HCS; calls as there; toxicity, %; measured here: cytotoxicity by cell density;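 0% = mean cell density of plate MIN control wells and 100% = no cells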
# Autophagy HCS cell loss 18 h: recorded beside Autophagy HCS, whose call it bears; toxicity, %; measured here: cell loss, nuclei count;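 cell loss after 18 h compound exposure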
# * = called active by the depositor; i = inactive; · = no result given; + = active, no number.
SMILES,CSM14.1 death rescue,Dynein transport,Dynein transport cytoplasmic EGFP,Dynein transport nuclear GR-EGFP,Dynein transport cell count,Autophagy HCS,Autophagy HCS cell loss 18 h,P. falciparum M17LAP,Yfh1-depleted yeast,Lipid droplet,Lipid droplet cells 6.5 µM,MT stabilize HCS,MT stabilize HCS Hoechst-high %,MT stabilize HCS cytotoxicity %,Insulin prom up,Insulin prom up cell count,M1AAP inhibition
CCOC(=O)c1nnn(-c2nonc2N)c1COc1c(C=O)cccc1OC,-0.1%,-0.371,-0.239,-0.335,1.23,i,5.0,2.2%,i,·,·,4.4,2.0,5.0,-0.66,1478,4.2%
O=C(O)CCNC1C=CS(=O)(=O)C1 (centres undefined),-1.7%,1.24,-0.309,1.13,-0.756,i,-2.7,-4.0%,i,1.7,671,2.7,2.4,9.6,0.31,1624,5.9%
CC1(C)C(=O)CC[C@]2(C)C3C(=O)C=C4[C@H]5C[C@@](C)(C(=O)O)CC[C@]5(C)CC[C@]4(C)[C@]3(C)CC[C@@H]12 (some centres undefined),·,-0.165,-0.557,-0.0186,-0.116,·,·,5.6%,i,-3.0,605,·,·,·,-0.3,1079,-2.4%
Cc1cc(NC(=O)c2ccc(C#N)cc2)n(-c2ccccn2)n1,2.0%,0.475,-0.293,0.405,-0.227,i,1.9,2.5%,i,3.8,649,3.4,1.9,1.0,0.77,1609,-3.7%
O=[N+]([O-])c1nn(-c2ccc3c(c2)OCCO3)n(O)c1=NC1CCCC1,-0.9%,-0.365,-0.141,-0.296,0.732,i,8.8,3.5%,i,1.5,776,1.0,1.4,11.6,1.55,843,2.2%
COc1ccc(Nc2nc(N3CCN(C)CC3)nc3ccccc23)c(OC)c1,-1.6%,1.17,-0.168,1.03,-1.02,i,3.0,-5.0%,i,-0.4,676,2.5,3.2,4.6,-0.64,1177,-2.1%
Cn1cccc1/C=C1\CC(C(C)(C)C)C/C(=C\c2cccn2C)C1=O (centres undefined),-0.5%,-0.82,0.429,-0.0686,0.566,+,-20.6*,8.9%,i,-7.3,764,1.4,1.1,4.8,·,·,3.5%
COc1ccc(Cc2nc(-c3ccc(Cl)cc3)no2)cc1,0.7%,-0.062,-0.257,-0.0224,-0.0203,i,-8.6,4.4%,i,3.9,721,2.9,1.9,3.0,-1.4,1402,0.1%
Cc1cccc(CN2CCN(Cc3cccc4nonc34)CC2CCO)n1 (centres undefined),-0.8%,0.252,0.103,0.504,0.628,i,-4.8,-4.4%,i,8.1,721,2.8,2.6,3.6,·,·,5.1%
O=C(OCC(=O)N1CCCc2ccccc21)c1cccnc1Cl,-0.2%,0.501,-0.266,0.0572,0.386,i,-3.5,5.3%,i,-24.4,649,3.6,3.2,5.2,-0.48,1281,2.2%
C=CCn1c(-c2cccc(OC)c2)n[nH]c1=S,-0.7%,0.0103,-0.195,0.129,0.242,i,7.4,2.6%,i,1.6,613,4.1,2.5,1.6,0.04,1403,5.2%
CCOC(=O)c1cncc(C#CCOC(=O)Nc2ccc(OC(F)(F)F)cc2)c1,·,0.089,-0.268,0.0117,0.38,·,·,7.8%,i,0.2,679,·,·,·,-0.02,1305,-4.0%
COc1ccc(N(CC(=O)NC2CCCCC2)S(=O)(=O)c2cccnc2)cc1,-0.4%,-1.24,-0.221,-0.72,0.912,i,7.2,9.1%,i,·,·,1.7,2.7,8.5,-0.11,957,13.9%
Cc1cc(C(=O)O)ccc1-c1ccc(/C=C2\NC(=O)N(Cc3ccc(F)cc3)C2=O)o1,·,-0.058,-0.149,0.355,0.192,·,·,0.2%,i,-9.6,698,·,·,·,-0.11,1152,19.7%
Cc1cccc(N2C(=O)C(O)=C(C(=O)c3cccs3)C2c2ccccc2)n1 (centres undefined),·,0.28,-0.278,0.0995,0.326,·,·,9.5%,i,0.0,684,·,·,·,-0.06,1047,5.9%
CCNc1nc(NCC)nc(N/N=C/c2ccc(Br)cc2)n1,-0.5%,-0.786,-0.345,-0.0263,0.317,i,4.4,-1.1%,i,6.3,730,2.1,2.4,5.5,-0.46,1055,-2.4%
CC(C)(C)NC(=O)NC(=O)COC(=O)CNC(=O)c1cc(Cl)cc([N+](=O)[O-])c1,-0.7%,0.446,-0.217,0.327,-0.374,i,13.8,-13.1%,i,21.0,702,3.1,2.5,5.4,0.25,1219,8.5%
C=C(C)C1CC=C(C)/C(=N/NC(=O)c2ccoc2C)C1 (centres undefined),-3.5%,-0.447,-0.294,-0.552,-0.337,i,3.4,18.4%,i,1.1,688,3.6,3.3,5.0,·,·,1.0%
CCOC(=O)C1(CC2CCCCO2)CCN(C(=O)Nc2ccc(SC)cc2)CC1 (centres undefined),0.8%,1.97,-0.137,0.758,-1.29,i,13.7,0.6%,i,15.3,705,1.9,1.5,7.0,-0.43,1432,0.0%
Cc1ccc([N+](=O)[O-])cc1N(CC(=O)Nc1ccc(S(=O)(=O)Nc2cccc(C(F)(F)F)c2)cc1)S(C)(=O)=O,-0.2%,-0.212,-0.226,0.89,-0.471,i,8.3,-1.7%,i,-9.0,658,3.7,3.7,7.1,·,·,4.2%
O=[N+]([O-])c1cc2c(cc1/C=N/n1c(-c3ccccn3)n[nH]c1=S)OCO2,-3.7%,0.334,-0.224,-0.248,-0.252,i,0.7,73.8%,i,-4.0,640,2.6,2.5,5.2,-0.21,1243,0.1%
CCOC(=O)Cc1csc(NC(NC(=O)OCC)(C(F)(F)F)C(F)(F)F)n1,-0.6%,-1.09,-0.177,-0.427,0.657,i,-11.9,3.7%,i,12.6,723,1.5,1.2,7.2,-1.37,859,-2.5%
CSCCC1NC2(C(=O)Nc3c(Cl)cccc32)[C@@H]2C(=O)N(C3CCCC3)C(=O)[C@H]12 (some centres undefined),-1.4%,-1.36,-0.000164,-0.35,0.547,i,12.1,5.5%,i,·,·,3.6,2.9,11.7,-0.49,1190,0.1%
O=S(=O)(c1ccc(OCC(O)CN2CCN(c3ccccc3)CC2)cc1)N1CCOCC1 (centres undefined),-1.4%,-0.326,1.22,0.115,0.423,i,1.8,8.4%,i,15.4,645,2.5,1.7,1.8,-0.38,1928,7.0%
COC(=O)/C(=C\C(=O)c1ccccc1)Nc1cccc(C(F)(F)F)c1,-0.9%,0.117,-0.169,0.771,-0.424,i,-28.1,4.2%,i,·,·,3.2,1.7,9.6,0.56,1506,0.0%
CCc1ccccc1S(=O)(=O)Cc1ccc(C(=O)NCC2CCCO2)o1 (centres undefined),-0.1%,-0.763,-0.191,-0.328,0.63,i,-46.6,1.9%,i,·,·,1.7,1.9,5.9,-0.48,1206,5.5%
CC1=C(C(=O)NCc2ccc3c(c2)OCO3)C2(CCC(C)CC2)OC1=O (centres undefined),·,0.425,-0.133,0.575,0.0223,i,18.0,3.1%,i,15.3,646,4.4,2.4,5.3,-0.14,1976,3.8%
O=C(N/N=C/c1cccc([N+](=O)[O-])c1)C1CC1c1ccccc1 (centres undefined),-0.8%,-0.895,0.26,-0.0174,0.332,i,13.4,8.4%,i,-3.8,659,5.6,3.0,10.9,-0.6,1523,1.7%
S=c1[nH]nc(-c2cc(-c3ccccc3)n[nH]2)n1/N=C/c1cccc(Cl)c1,·,-0.0521,-0.266,-0.0458,-0.32,·,·,-3.9%,i,-0.1,690,·,·,·,-0.05,1335,-0.4%
Cc1ccc(Cn2c(=O)oc3ccccc32)cc1,-0.9%,-1.41,-0.216,-0.99,0.931,i,9.4,-2.9%,i,3.4,721,1.5,1.8,2.7,-0.61,1252,-0.3%
Cc1cc(C)cc(-n2nnn(C3C/C(=N/NC(N)=S)C4OCC3O4)c2=S)c1 (centres undefined),0.9%,1.08,-0.389,0.103,-0.227,i,4.7,1.0%,i,-9.5,726,1.9,1.8,1.9,0.26,1108,3.6%
COc1ccc(C2=C(Nc3ccc(F)cc3)c3ccccc3C2=O)cc1,-0.7%,-0.624,-0.206,-0.303,1.85,i,-1.6,-6.9%,i,-1.2,697,2.0,1.4,3.3,·,·,2.2%
CC(C)N1CCC2(CC1)N=C(c1ccc3c(c1)OCO3)CC(c1cc(Cl)ccc1O)N2 (centres undefined),-2.5%,-4.08,0.262,-1.84,-6.13,i,7.4,10.9%,i,-15.8,626,3.1,1.5,38.4,-0.16,1457,8.1%
O=c1c2ccccc2nnn1CSc1nnc(COc2ccc(Cl)cc2)n1Cc1ccco1,-0.7%,-0.338,-0.181,-0.157,0.114,i,-2.9,2.6%,i,·,·,1.3,1.6,7.3,1.17,1488,1.4%
COC(=O)c1[nH]c2ccc(C)cc2c1NS(=O)(=O)c1ccc(F)cc1,1.9%,2.98,0.0908,2.05,-1.73,i,-2.0,-1.6%,i,0.4,704,2.0,1.3,0.8,0.58,862,1.1%
CCCCN(CC)S(=O)(=O)c1ccc2c(c1)n(C)c(=O)c(=O)n2C,·,-0.74,-0.196,0.262,0.371,·,·,-5.1%,i,0.1,670,·,·,·,-0.75,1027,1.9%
COc1ccc(CCNc2cc(C)nc3c(-c4ccccc4)cnn23)cc1OC,0.7%,1.49,-0.201,0.935,-2.19,i,10.4,6.6%,i,-23.2,624,5.0,1.7,0.3,0.67,1412,4.1%
O=C(NCCc1ccccc1)C(=O)NN=C1CCCC1,-1.0%,-0.378,-0.195,-0.42,0.0641,i,26.2,17.8%,·,·,·,2.7,1.7,6.1,0.56,1555,21.4%
